Source: PubChem BioAssay (The Scripps Research Institute Molecular Screening Center)
GPR151 activ = activators of human GPR151; actives 1% (n = 650,000); PathHunter beta-arrestin GPR151 cells, luminescence; activation, % at 11.2 µM; in the data active = activation above about 4.9%;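 also: 0% = median of compound wells and 100% = cells with positive control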
Target sequence (Q8TDV0 whole entry, looked up): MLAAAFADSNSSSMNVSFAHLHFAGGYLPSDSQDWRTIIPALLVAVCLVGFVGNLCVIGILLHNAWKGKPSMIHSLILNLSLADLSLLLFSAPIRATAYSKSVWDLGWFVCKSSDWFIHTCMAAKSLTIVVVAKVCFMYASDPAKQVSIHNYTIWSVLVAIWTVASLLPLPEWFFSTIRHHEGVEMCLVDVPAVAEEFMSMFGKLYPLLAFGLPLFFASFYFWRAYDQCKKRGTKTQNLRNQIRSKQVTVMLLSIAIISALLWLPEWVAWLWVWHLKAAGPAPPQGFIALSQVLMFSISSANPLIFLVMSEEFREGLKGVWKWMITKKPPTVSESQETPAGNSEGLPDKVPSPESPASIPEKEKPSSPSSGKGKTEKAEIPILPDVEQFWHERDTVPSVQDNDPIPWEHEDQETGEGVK
FBW7 act = human FBW7 E3 ligase activation, primary screen; actives 0.13% (n = 650,000); AlphaScreen FBW7–phospho-cyclin E peptide binding, activator screen; AID 1259310; normalized activity (activation), % at 26.1 µM; Q969H0; in the data active = normalized activity above about 1.9%;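 also: purified mutant Fbw7 with reduced substrate affinity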
MITF primary = inhibitors of human MITF. O75030. AlphaScreen MITF homodimerization, bead proximity signal. inhibition, % at 2.6 µM. actives 0.91% (n = 650,000). AID 1259374; in the data active = inhibition above about 50%;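 also: 0% = vehicle wells with protein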
Target sequence (O75030 whole entry, looked up): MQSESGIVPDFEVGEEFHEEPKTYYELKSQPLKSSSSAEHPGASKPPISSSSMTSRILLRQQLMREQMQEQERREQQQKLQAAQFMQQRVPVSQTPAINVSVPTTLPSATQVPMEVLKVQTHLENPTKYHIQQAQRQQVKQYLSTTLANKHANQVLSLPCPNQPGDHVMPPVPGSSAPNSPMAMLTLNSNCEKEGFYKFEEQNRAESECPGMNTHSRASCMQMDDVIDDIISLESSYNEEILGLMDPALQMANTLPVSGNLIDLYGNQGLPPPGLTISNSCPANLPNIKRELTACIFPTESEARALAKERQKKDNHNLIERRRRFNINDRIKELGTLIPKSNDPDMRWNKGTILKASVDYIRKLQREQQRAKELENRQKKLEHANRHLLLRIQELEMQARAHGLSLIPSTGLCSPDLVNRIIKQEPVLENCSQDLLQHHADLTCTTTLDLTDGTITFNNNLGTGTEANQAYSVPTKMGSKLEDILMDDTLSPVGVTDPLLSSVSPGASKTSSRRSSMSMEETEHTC
TEAD-YAP inh = TEAD-YAP interaction inhibition; AID 1259422; inhibition, % at 9.12 µM; HEK-TIYL cells, TEAD-Gal4/YAP UAS-luciferase luminescence; actives 1.4% (n = 640,000); in the data active = inhibition above about 32%;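 also: 0% = median of test compound wells and 100% = reference inhibitor wells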
Numbers without * were called inactive; . = no result given; & = joins results of further samples.

SMILES | GPR151 activ | FBW7 act | MITF primary | TEAD-YAP inh
C(=N\Nc1ncnc2nc[nH]c12)/c1ccc2c(c1)OCO2 | -2.8 | -0.3 | 5 | 14
COc1cc2c(cc1OC)C(C(=O)NCC1CCCO1)C(c1ccccc1F)N(C)C2=O (stereo unspecified) | -0.1 | -0.3 | -5 | -7
OC(CNCC(c1ccco1)N1CCCC1)COCc1ccccc1Cl (stereo unspecified) | 0.2 | 0.0 | 61* | 12
N=C1C(c2nc3ccccc3[nH]2)=C(O)CN1NC(=O)c1n[nH]c(=O)c2ccccc12 | -0.8 | 0.0 | 13 | 11
Fc1ccc(NC(=S)N2N=C(c3ccc(Br)cc3)CC2c2ccc(F)cc2)cc1 (stereo unspecified) | 0.6 | -0.3 | -1 | 0
COc1cccc(C2Nc3ccccc3S(=O)(=O)N2)c1 (stereo unspecified) | 0.8 | -1.4 | -3 | -6
CC1(C)CC(=O)c2c(nn(-c3ccccc3)c2-c2ccncc2)C1 | 0.6 | -0.1 | 8 | 20
COc1cc(-c2cc(NC(=O)c3noc4c3COc3ccccc3-4)on2)cc(OC)c1OC | -0.6 | -0.1 | 1 | 2
C=C(C)Cn1c(CCCNC(=O)c2ccccc2)nc2ccccc21 | -1.1 | -0.1 | 6 | 8
COc1ccc(-c2noc(CN(C(=O)Cc3ccccc3[N+](=O)[O-])C(C)C)n2)cc1 | 0.6 | 0.0 | 14 | 0
CN(Cc1nc2ccc(F)cc2[nH]1)Cc1c(C(=O)N2CCCCC2)nc2sccn12 | -0.7 | -0.2 | -2 | -31
CCn1c(=O)c2c(nc3n(-c4cc(C)cc(C)c4)c(C)cn23)n(C)c1=O | -0.4 | 0.1 | -7 | 2
CC(C)(C)C(=O)OC[C@H]1O[C@@H](n2cnc3c(=O)[nH]cnc32)C[C@@H]1O | -0.7 | 0.1 | -8 | -8
c1nc2nc(N3CCC(N4CCOCC4)CC3)nc(NC3CC3)c2[nH]1 | 1.4 | 0.1 | 12 | -8
COCCNC(=O)c1cccc(NC(=O)c2ccccc2)c1 | -2.2 | 0.1 | 0 | 5
Cc1ccccc1N1C(=O)NC(=O)/C(=C\c2ccc(N3CCCCC3)o2)C1=O | -0.8 | -0.1 | 11 | -7
CC(=O)c1ccc(-c2nc(-c3cccc(NS(C)(=O)=O)c3)cnc2N)cc1 | -0.2 | 0.4 | 2 | -4
CCOC(=O)C1CCCN(C(=O)c2cc3c(=O)n(C)c4ccccc4c3n2C)C1 (stereo unspecified) | 0.2 | -0.1 | 15 | 8
COc1ccc(C2CC(=O)N(CC(=O)Nc3cccc(OC)c3)c3ccccc3S2)cc1 (stereo unspecified) | -0.3 | 0.0 | 1 | 20
CSc1ccccc1C(=O)Nc1nc(-c2ccccn2)cs1 | -1.0 | -2.0 | 28 | 14
COc1cc(OC)cc(C(=O)Nc2ccc(O)c(-c3nc4ccccc4o3)c2)c1 | -0.1 | 0.1 | -2 | -7
O=C1NC(c2ccccc2)CO1 (stereo unspecified) | 0.0 | 0.0 | -2 | 4
Cc1oc(-c2ccccc2F)nc1CS(=O)(=O)CC(=O)NC(C)CCc1ccccc1 (stereo unspecified) | -0.5 | 0.0 | 9 | 3
CCOC(=O)CSC1=Nc2ccccc2C2=NC(CC(=O)NC3CCCCC3)C(=O)N12 (stereo unspecified) | -0.8 | 0.1 | -3 | 6
c1ccc(CSCCSc2ncn[nH]2)cc1 | -2.7 | -0.1 | 5 | -10
CC(C)(C)c1ccc(C(=O)NC(Cc2c[nH]c3ccccc23)C(=O)OCC(=O)c2ccccc2)cc1 (stereo unspecified) | 0.8 | -0.1 | -3 | 2
O=C(CN1CCN(Cc2ccc(F)cc2)C1=O)NC1CCCCC1 | -1.0 | -0.1 | -19 | -3
CC(Nc1ccccc1C(N)=O)C(=O)Nc1cc(Cl)c(Cl)cc1Cl (stereo unspecified) | 0.0 | 0.8 | 7 | -8
CS(=O)(=O)Oc1ccc(C(=O)/C=C/c2ccc3c(c2)OCO3)cc1 | -1.3 | 0.9 | -3 | -2
CN(C)c1cccc(Nc2nccn3c(-c4ccco4)cnc23)c1 | 1.5 | -0.1 | -19 | -21
COc1ccc(C(=O)COC(=O)Cc2ccc(S(=O)(=O)N3CCOCC3)s2)cc1 | -1.2 | 0.6 | 14 | 5
COC(=O)c1sccc1N/N=C/c1cccc(OC)c1O | -5.7 | 0.2 | 6 | 2
COc1cc(C2NC(=O)c3c(sc4c3CCN(C)C4)N2)ccc1O (stereo unspecified) | -0.1 | -0.1 | 3 | 16
O=C(Cn1c(-c2ccc(Cl)cc2)noc1=O)Nc1ccccc1Br | 3.5 | 1.1 | 8 | 17
Cc1c(C(=O)N2CCN(C)CC2)sc2ncnc(N3CCCCC3C)c12 (stereo unspecified) | -0.8 | 0.0 | 3 | -10
COc1cccc(C(=O)Nc2c3c(nn2C(C)(C)C)CS(=O)(=O)C3)c1OC | -2.1 | . | -2 | .
O=C(CCN1C(=O)c2cccc([N+](=O)[O-])c2C1=O)OCC(=O)c1ccc(F)cc1 | -0.6 | 0.1 | 5 | -7
CC(=O)N1C(C(=O)NCc2ccc(F)cc2)CSC12CCN(C)CC2 (stereo unspecified) | -1.7 | 0.0 | 6 | 0
O=C(Cc1nc2ccccc2[nH]1)c1ccccc1 | -1.7 | 0.0 | 2 | -46
CCOc1cc(Cl)c(CNCCO)cc1OC | -0.7 | -0.3 | -7 | 0
COc1ccc(OC)c(-c2ccnc(-n3ncc(C(=O)NCc4ccon4)c3C3CC3)n2)c1 | -0.7 | 0.0 | 3 | -10
CNC(=S)N(Cc1ccccc1)Cc1nc2ccccc2c(=O)[nH]1 | -0.5 | 0.1 | 7 | 1
Cc1cc2nnc(SCC(=O)NCc3ccc(F)cc3)n2c(N)n1 | 0.3 | -0.2 | -3 | -2
COCCn1c(/C=C/c2ccccc2)nc2ccccc21 | -2.9 | 1.0 | 3 | -50
O=C(NC1CCCCC1)c1cnc2ccccn12 | 0.3 | -0.1 | 3 | 6
O=C(Nc1cc([N+](=O)[O-])ccc1Cl)c1ccccc1Br | 0.7 | -0.1 | 8 | -12
Cc1ccc(S(=O)(=O)NC(=O)NN2CC3CCCC3C2)cc1 (stereo unspecified) | 4.3&-0.8&0.2 | 0.2&0.1&-0.2 | -8&-1&4 | -5&-4
CC(C)N(Cc1ccc(C(=O)O)o1)C(C)C | -0.9 | 0.1 | -3 | -3
Cc1ccc(NC(=O)CCN2CCN(c3ccccc3)CC2)cc1 | 4.4 | -0.1 | 6 | 1
C=CCOc1c(Br)cc(Br)cc1/C=C1\C(=O)N(c2ccc(Cl)c(C(=O)O)c2)N=C1C | 0.0 | 0.0 | 18 | -7
COc1ccccc1N=C1NC(=O)C(CC(=O)Nc2ccccc2C)S1 (stereo unspecified) | 0.8 | 0.3 | -2 | -2
O=C(/C=C/c1cccs1)Nc1onc2c1CCC2 | 1.1 | -0.1 | 0 | 5
COCCn1nnnc1CN(Cc1ccccc1)Cc1cc2ccc(C)c(C)c2[nH]c1=O | 0.3 | -0.2 | 4 | -7
C=CCOc1ccc(/C=C2\C(=O)N(CCOC)C(C)=C2C(=O)OC)cc1 | -0.6 | -0.1 | -8 | 1
COc1ccc(-c2nc(Nc3ccc(N4CCOCC4)cc3)c3ncn(Cc4ccc(C(F)(F)F)cc4)c3n2)cn1 | -1.0 | 0.0 | 6 | -3
CC(=O)OC1(C#CCN2CCN(C)CC2)CCCCC1 | 0.2 | -0.1 | 1 | 3
Cc1cc(C)c2oc(=O)cc(-c3oc4ccccc4c3NC(=O)C3CC3)c2c1 | 1.7 | 0.6 | 8 | -12
C=C(C)CSc1nnc(-c2ccccn2)n1N | -1.8 | -0.2 | 27 | -33
CCOC(=O)C1CCN(Cc2ccc(C(C)C)cc2)CC1 | -0.4 | -0.1 | 22 | -10
Cc1ccc(C(=O)N/C(=C/c2ccc(Cl)cc2)C(=O)NC(C(=O)O)C(C)C)cc1 (stereo unspecified) | -0.2 | -0.3 | 4 | -4
Other results:
SMILES | GPR151 activ | FBW7 act | MITF primary | TEAD-YAP inh
CCOc1ccccc1/C=C1/NC(=O)N(c2cccc(Cl)c2)C1=O | -0.5 | 0.0 | -1 | -5
Cc1cc(C(F)(F)F)nn1CC(=O)Nc1ccc(Cl)cc1Cl | 0.2 | -0.1 | 10 | 5
O=C1CSC(c2ccc(Cl)cc2)Nc2cccc3cccc1c23 (stereo unspecified) | 0.8 | 0.7 | 6 | 11
C=CCNC(=O)CN(c1ccc(Cl)cc1C)S(=O)(=O)c1ccccc1 | -1.4 | 0.0 | -5 | -10
S=C(c1cn(Cc2ccc(Cl)cc2Cl)c2ccccc12)N1CCOCC1 | 1.6 | 0.0 | -1 | 12
CC1CCCC(NCC(O)COCc2ccccc2Cl)C1C (stereo unspecified) | -1.2 | 0.0 | 38 | -5
CN(C)S(=O)(=O)c1ccc(C(=O)Nc2c3c(nn2-c2cccc(Cl)c2)CS(=O)(=O)C3)cc1 | 0.7 | -0.1 | 2 | -6
CN1C(=O)C(C)(C)c2cc(S(=O)(=O)NC3CC3)ccc21 | -0.3 | -0.1 | 1 | -3
Cc1ccc2oc(-c3cccc(NC(=O)c4cccnc4)c3)nc2c1 | 0.9 | 0.1 | 22 | -39
Cc1ccc2c(c1)C(=O)C(=O)N2C(C)C | -0.2 | -0.2 | 1 | -4
O=C(Nc1ccc(F)cc1F)c1cccc(I)c1 | -1.0 | 0.1 | -6 | 4
CC1CCN(C(=O)CS(=O)(=O)Cc2ccccc2)CC1 | 0.1 | 0.1 | -9 | -31
COc1ccc(-c2c(C#N)c(N)nc3c2CCCCCC3)cc1 | 0.1 | 0.8 | 8 | -3
COc1ccc(CN2CCN(Cc3ccccc3)C(CCO)C2)c(F)c1 (stereo unspecified) | -0.2 | 0.0 | -2 | 17
Cc1ccc(Cl)cc1N(C)C(=O)C(=O)Nc1ccc2nc3n(c(=O)c2c1)CCCCC3 | 0.4 | 0.0 | 2 | -4
Cc1ccc(S(=O)(=O)c2cc3ccc(O)cc3oc2=O)cc1C | -1.2 | 0.4 | -10 | -1
Cc1ccccc1-c1nnc(CN2CCC(C)CC2)o1 | 0.0 | -0.2 | -8 | -21
CCN1C(=O)c2cccc3c(NC(=O)c4cc5cccc(OC)c5o4)ccc1c23 | -0.8 | 0.3 | 23 | -3
Cc1ccc(S(=O)(=O)NCCCN2CCOC(c3ccccc3)C2)cc1C (stereo unspecified) | 1.9 | -0.4 | -4 | -1
Cc1cccc(C(=O)OCC(=O)c2ccccc2)c1O | -0.5 | 0.2 | 16 | -44
COc1cc(NC(=O)c2ccc3nc(Nc4ccccn4)sc3c2)cc(OC)c1OC | -3.0 | -0.1 | -3 | 32*
Clc1ccc2nc(CSc3nnnn3-c3ccccc3)c(Cl)n2c1 | 0.2 | 0.1 | 5 | 2
Cc1nn(C)c(C)c1NC(=O)Cn1nc2n(Cc3ccc(F)cc3)c3ccccc3n2c1=O | 0.3 | -0.1 | 13 | 3
COCCSc1ccccc1C(=O)Nc1ccccc1C(F)(F)F | 0.9 | 0.5 | 17 | 2
Cc1cccc(C(=O)Nc2sc(C)c(C)c2C(=O)O)c1 | -1.2 | -0.2 | -14 | -7
OC(COc1ccc(OCC(O)CN2CCN(C/C=C/c3ccccc3)CC2)cc1)CN1CCN(C/C=C/c2ccccc2)CC1 (stereo unspecified) | 0.9 | -0.1 | -5 | 8
COCCN1CCC(CNC(=O)c2cc(COc3ccc4ncccc4c3)on2)CC1 | -0.7 | 0.3 | 6 | 21
CC(NC(=O)Nc1c(Cl)cccc1Cl)(C(F)(F)F)C(F)(F)F | 0.7 | 0.0 | 0 | 0
CCCNc1nc(Nc2cc(OC)c(OC)c(OC)c2)nc2c1ncn2-c1ccsc1 | 0.3 | -0.2 | -6 | 23
Cn1c(=NC(=O)C2CCCN(S(C)(=O)=O)C2)sc2ccccc21 (stereo unspecified) | -0.1 | -0.1 | -3 | -18
NC(=O)COc1ccccc1/C=C\c1[nH]c(=O)[nH]c(=O)c1[N+](=O)[O-] | -1.5 | 0.0 | -3 | -7
COc1ccc(CCc2nnc(CCC(=O)N(C)CCc3ccccc3)o2)cc1 | -0.1 | 0.0 | 9 | -32
C=CC(=O)NC(NC(=O)C=C)c1ccc(Br)cc1 | -0.4 | -0.1 | -1 | -7
